Screening results (PubChem BioAssay)
TSG101-PTAP inh = blocks PTAP/TSG101 interaction to inhibit HIV-1 budding; Q99816; Fluorescence polarization, FITC-PTAP peptide / Tsg101 binding; Potency, µM (highest dose often 115 µM), inactives show at the highest dose activity change, negative = inhibition, most hits filed as inhibitors; 340,000 tested, under 10 active; AID 493005; active = well fitted inhibition curve with a large enough effect in the main read-out, with a control signal flat, not every such curve was filed as active; inconclusive = small, poorly fitted or top-dose-only effect, or effect the other way, or a change in a side signal; inactive = no such curve, though single readings can be large or run the other way; also: potency is read from the fitted curve at half-maximal effect; % of control where 0% means no effect
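Tsg101 binding domain (10 uM final) was mixed with compound and a FITC-labeled PTAP peptide (50 nM final) in HEPES pH 7.5 buffer with NaCl, Tween 20, EDTA and TCEP; fluorescence polarization was read after 20 min at r.t.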
Chronic BCR inh = chronic active BCR signaling inhibition | Potency, µM (highest dose often 46.1 µM), for the others: top-dose ratio change, negative = lower green/red ratio, hits mostly inhibitors | 0.05% of 340,000 active | ABC-DLBCL IkBa-CBG/CBR reporter, luminescence ratio, 4 h; active = well fitted inhibition curve with a large enough effect in the signal ratio, with a control signal flat, not every such curve was filed as active; inconclusive = small, poorly fitted or top-dose-only effect, or effect the other way, or a change in a side signal; the % refers to the signal ratio;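 also: potency is read from the fitted curve at half-maximal effect; plate controls were basal doxycycline-induced cells for no effect and cells given 10 µM MG132 for full effect; MG132 reads +100%, hits lower the ratio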
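Doxycycline induced both beetle luciferases in TMD8 lymphoma cells; IKK-driven degradation limits the IkappaBalpha-fused green signal, while red luminescence normalises for cell number and nonspecific effects. Compounds tested up to 46 uM, 4 hrs.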
ELG1 DNA repair = blocks ELG1-dependent DNA repair in HEK293T cells. HEK293T ELG1-luciferase reporter, luminescence, 16 h; DNA damage induced by 5-fluorouridine. Potency, µM (doses to about 46.1 µM), for the others: top-dose activity change, negative = inhibition, usual class: inhibitors. 2.3% of 330,000 active. AID 504467; also: potency is read from the fitted curve at half-maximal effect; % is scaled to controls: 0 for no effect and ±100 for the full control effect; nearly all actives have a fitted effect of over 55% in size
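Overnight (16 hr) co-exposure of 2,000 cells/well to 5-fluorouridine and compound at 37 °C preceded detection. Luciferase was quantified via ONE-Glo luminescence; loss of signal denotes inhibition.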
Mito fusion yeast = inhibitors of mitochondrial division or activators of mitochondrial fusion; 0.23% of 320,000 active; Potency, µM (top dose mostly 46.1 µM), inactives show at the highest dose growth rescue (activation), most hits filed as activators; S. cerevisiae fusion-defective mutant growth rescue, CellTiterGlo 48 h;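 also: potency is read from the fitted curve at half-maximal effect; % of control where 0% means no effect; nearly all actives have a fitted effect of over 45% in size; temperature-sensitive fusion mutants such as fzo1-1 at 37 °C on non-fermentable ethanol glycerol medium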
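Luminescent cell viability in 1536-well qHTS format served as the measure of rescued growth in ts fusion-mutant S. cerevisiae cultured on non-fermentable YPEG for 48 hours at 37C.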
TSHR antagonist = antagonists of human thyroid stimulating hormone receptor; P16473; TSHR-expressing cells, TSH-stimulated cAMP HTRF, 2 h; stronger effect = lower value; activity change, negative = inhibition, % at 11.5 µM; 0.2% of 330,000 active; AID 504810;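 active = activity change below a set negative limit, meaning inhibition stronger than a set level, cut at about -70% in these data; inconclusive = activity change between two set negative limits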; also: % is scaled to controls: 0 for no effect and ±100 for the full control effect
Target sequence (P16473 whole entry, looked up): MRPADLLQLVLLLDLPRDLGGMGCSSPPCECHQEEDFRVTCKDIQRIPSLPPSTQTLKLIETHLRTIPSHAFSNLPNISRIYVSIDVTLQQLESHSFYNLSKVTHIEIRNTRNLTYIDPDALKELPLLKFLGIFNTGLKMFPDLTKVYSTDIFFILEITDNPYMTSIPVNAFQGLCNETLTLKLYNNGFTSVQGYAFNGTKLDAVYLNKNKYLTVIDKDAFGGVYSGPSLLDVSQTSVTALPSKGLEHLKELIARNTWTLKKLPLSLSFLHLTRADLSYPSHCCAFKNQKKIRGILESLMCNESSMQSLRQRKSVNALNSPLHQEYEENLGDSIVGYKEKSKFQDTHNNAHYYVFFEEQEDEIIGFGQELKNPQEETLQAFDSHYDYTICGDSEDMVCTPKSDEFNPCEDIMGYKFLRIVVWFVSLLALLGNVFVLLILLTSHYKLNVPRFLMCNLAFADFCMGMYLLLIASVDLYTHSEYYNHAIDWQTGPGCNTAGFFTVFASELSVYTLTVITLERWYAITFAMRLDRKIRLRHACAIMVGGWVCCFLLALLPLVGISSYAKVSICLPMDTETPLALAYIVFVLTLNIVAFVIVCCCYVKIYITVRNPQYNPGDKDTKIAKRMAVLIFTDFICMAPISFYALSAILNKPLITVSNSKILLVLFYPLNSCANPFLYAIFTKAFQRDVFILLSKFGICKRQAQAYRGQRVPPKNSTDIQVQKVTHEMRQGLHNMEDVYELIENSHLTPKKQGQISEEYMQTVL
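Cell-based HTRF cAMP assay; TSHR cells + compound, TSH EC80 (4nM final), 2 h, 37 deg C. Lysis with anti-cAMP cryptate and cAMP-d2, 30 min RT, read 665/620 nm.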
S-ASM inh = human S-ASM enzyme inhibition; P17405; 0.006% of 340,000 active; AID 504937; Potency, µM (series often up to 57.5 µM), inactives show at the highest dose activity change, negative = inhibition, actives largely listed as inhibitors; placental ASM, HMU-PC fluorogenic substrate, 60 min; also: potency is read from the fitted curve at half-maximal effect
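Fluorescence read-out (Ex 386 nm, Em 447 nm) after stopping the reaction at pH 10. Enzyme: ASM from human placenta; substrate HMU-PC0, 9 uM final; 60 min, 37 °C. Compound preincubation 10 min, ambient temperature.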
Integrin act MD = activators of alpha7 integrin expression for muscular dystrophy; 0.064% of 350,000 active; alpha7betagal myoblasts, beta-gal FDG fluorescence, 48 h; Potency, µM (titrated, usually from 38.3 µM), inactives show top-dose activation, actives largely listed as activators;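 also: potency is read from the fitted curve at half-maximal effect; 100% = response of the positive control SU9516; nearly all actives have a fitted effect of over 60% in size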
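Alpha7betagal+/- myoblasts (passage 13) were plated 16-24 hr, then exposed to compounds (1:260 dilution of DMSO stock) for 48 hours at 37C. After MPER lysis, β-galactosidase reporter activity was read as FDG fluorescence (ex 480/em 540) after 30 minutes.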
AT treatment = potential ataxia-telangiectasia treatment; […] A-T fibroblasts, KAP-1 phosphorylation AlphaLISA; neocarzinostatin DNA damage 30 min before lysis; AID 485349; 0.19% of 320,000 active; Potency, µM (doses to about 57.5 µM), inactives show at the top dose activation, usual class: activators; also: potency is read from the fitted curve at half-maximal effect; % of control where 0% means no effect; nearly all actives have a fitted effect of over 45% in size
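hTERT-immortalized A-T patient fibroblasts ([…]), 500 cells/well in OPTI-MEM, 1% FBS, got compounds for 60 min, then NCS for 30 min at 37C. Lysates were then assayed for phospho-KAP-1 by AlphaLISA (anti-pKAP1 donor, anti-KAP1 acceptor beads), 6 hr at 25C.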
Tb PFK block = inhibitors of T. brucei phosphofructokinase; O15648; T. brucei PFK, ADP-Glo luminescence; Potency, µM (doses to about 57.5 µM), inactives show top-dose activity, negative = inhibition, hits mostly inhibitors; 0.17% of 330,000 active; AID 485367;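 also: potency is read from the fitted curve at half-maximal effect; 0% = uninhibited 1x PFK enzyme wells and -100% = no-enzyme wells; nearly all actives have a fitted effect of over 60% in size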
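ADP-Glo luminescence quantified ADP after 45 min at room temperature, with 1.25 nM T. brucei PFK, 0.1 mM ATP and 0.5 mM fructose-6-phosphate in pH 8.0 TEA buffer. qHTS titrations up to 57 µM; curves classified by quality.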
TCR activator = T cell receptor activation; primary human leukocytes, anti-CD3, IL-2 HTRF, 48 h; Potency, µM (series often up to 9.22 µM), without a hit: at the highest dose activation of IL-2 secretion, most hits filed as activators; 330,000 tested, under 10 active; AID 504894; also: % of control where 0% means no effect
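Primary human leukocytes were stimulated with a-CD3 beads plus compounds for 48 hr without co-stimulation; secreted IL-2 was quantified by HTRF using a-IL-2-K (europium cryptate) and a-IL-2-d2, excited at 320nm with acceptor emission read at 665nm.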
Eya2 inh = blocks the phosphatase activity of human Eya2. recombinant Eya2, OMFP fluorescence dephosphorylation (OMFP is methylfluorescein phosphate). Potency, µM (doses to about 76.9 µM), inactives show top-dose activity, negative = inhibition, usual class: inhibitors. 0.006% of 330,000 active; also: potency is read from the fitted curve at half-maximal effect; % is scaled to controls: 0 for no effect and ±100 for the full control effect
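Eya2 (0.2 uM) preincubated 10 min at ambient with compound, then OMFP substrate added at 50 uM; 10 min reaction in 50 mM HEPES pH 7.5, 50 mM NaCl, 5 uM MgCl2, 0.05% BSA, 1 mM DTT. Fluorescence read at Ex 485/Em 525 nm.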
The depositor's hits bear a star; [ ] = dose if it differs, or a comment. Unless noted, calls follow the shape of the dose curve; as a rule, active = well fitted curve in the direction sought with a large enough effect; inconclusive = small, poorly fitted or top-dose-only effect, or another doubt; inactive = no such curve, though single readings can be large; an effect the other way counts as inactive or inconclusive. Rows are unselected; any-hit rate near 3.2%.

Screening COc1ccc(CCNC(=O)c2cc3c(=O)n4cccc(C)c4nc3n(Cc3ccco3)c2=N)cc1OC returned TSG101-PTAP inh -2%, Chronic BCR inh inconclusive, ELG1 DNA repair inconclusive, Mito fusion yeast -6%, TSHR antagonist 6, S-ASM inh 239%[activator], Integrin act MD -4%, AT treatment 21%, Tb PFK block inconclusive, TCR activator 4% and Eya2 inh 4%.
`CCCCCC(=O)N1CC2(CC)CN(C(=O)CCCCC)CC(CC)(C1)C2=O` gave TSG101-PTAP inh -3%, Chronic BCR inh 8%, ELG1 DNA repair -2%, Mito fusion yeast 8%, TSHR antagonist 2, S-ASM inh 0%, Integrin act MD -29%, AT treatment -4%, Tb PFK block -1%, TCR activator 3% and Eya2 inh -4%.
`COc1ccc(NC(=O)Cc2c(Sc3ccccc3)c3ccccc3n2C)cc1` gave TSG101-PTAP inh 0%, Chronic BCR inh -3%, ELG1 DNA repair -3%, Mito fusion yeast -8%, TSHR antagonist -20, S-ASM inh -18%, Integrin act MD 34%, AT treatment 3%, Tb PFK block 2%, TCR activator 1%[46.1 µM] and Eya2 inh 3%.
For Cc1ccc(S(=O)(=O)CC(=O)Nc2ccccn2)cc1 the results were TSG101-PTAP inh -11%, ELG1 DNA repair -6%, Mito fusion yeast 1%, TSHR antagonist 2, S-ASM inh -1%, Integrin act MD -5%, AT treatment 2%, Tb PFK block -3%, TCR activator 4% and Eya2 inh -2%.
Screening COc1cc(CNCc2cc(OC)c(OC)c(OC)c2)cc(OC)c1 returned TSG101-PTAP inh 2%, Chronic BCR inh 0%, ELG1 DNA repair -22%, Mito fusion yeast -2%, TSHR antagonist -6, S-ASM inh 6%, Integrin act MD -4%, AT treatment -4%, Tb PFK block 4%, TCR activator 2% and Eya2 inh 0%.
COc1ccc(CC(C)Nc2cccc(SC)c2)cc1 (configuration not stated) was read as TSG101-PTAP inh -1%, Chronic BCR inh -1%, ELG1 DNA repair -2%, Mito fusion yeast -25%, TSHR antagonist -3, S-ASM inh 0%, Integrin act MD -4%, AT treatment 2%, Tb PFK block -1% and Eya2 inh -8%.
For Cc1cc(C)n(CC(C)O)c(=O)c1C#N (configuration not stated) the results were TSG101-PTAP inh -8%, Chronic BCR inh -1%, ELG1 DNA repair 18%, Mito fusion yeast 7%, TSHR antagonist 0, S-ASM inh 1%, Integrin act MD 17%, AT treatment 6%, Tb PFK block -9%, TCR activator -30% and Eya2 inh 12%.
Screening COc1ccc(CCNC(=O)CCCN2C(=O)c3ccccc3C2=O)cc1OC returned TSG101-PTAP inh 2%, Chronic BCR inh inconclusive, ELG1 DNA repair 12%, Mito fusion yeast -1%, TSHR antagonist 25, S-ASM inh 1%, Integrin act MD -28%, AT treatment 5%, Tb PFK block 2%, TCR activator -4% and Eya2 inh 7%.
CCN(C(=O)CSc1nnc(-c2ccncc2)n1Cc1ccccc1)C1CCS(=O)(=O)C1 (configuration not stated) was read as TSG101-PTAP inh 1%, Chronic BCR inh 1%, ELG1 DNA repair 5%, Mito fusion yeast -10%, TSHR antagonist 3, S-ASM inh 9%, Integrin act MD 4%, AT treatment 0%, Tb PFK block 0%, TCR activator -5% and Eya2 inh 2%.
Screening O=C(Nc1ccc2ccccc2c1)c1ccc(Cl)cc1 returned TSG101-PTAP inh -7%, Chronic BCR inh -14%, ELG1 DNA repair inconclusive, Mito fusion yeast -2%, TSHR antagonist 16, S-ASM inh 0%, Integrin act MD 21%, AT treatment 9%, Tb PFK block 3%, TCR activator -3% and Eya2 inh -14%.
For COc1ccc([N+](=O)[O-])c(OC)c1C(=O)Nc1ccc(F)cc1F the results were TSG101-PTAP inh -3%, Chronic BCR inh -2%, ELG1 DNA repair 0%, Mito fusion yeast -2%, TSHR antagonist -6, S-ASM inh -1%, Integrin act MD 17%, AT treatment 8%, Tb PFK block 2%, TCR activator 2% and Eya2 inh 16%.
For CCN(C(=O)c1c(-c2ccccc2Cl)noc1C)C1CCCCC1 the results were TSG101-PTAP inh -1%, Chronic BCR inh 20%, ELG1 DNA repair -10%, Mito fusion yeast 27%, TSHR antagonist 9, S-ASM inh 1%, Integrin act MD -21%, AT treatment 2%, Tb PFK block 0%, TCR activator -8% and Eya2 inh 0%.
Screening Cc1c(C(=O)Nc2ccccc2-c2ccccc2)cccc1[N+](=O)[O-] returned TSG101-PTAP inh 1%, Chronic BCR inh 3%, ELG1 DNA repair -6%, Mito fusion yeast 11%, TSHR antagonist 5, S-ASM inh -2%, Integrin act MD -10%[7.66 µM], AT treatment 0%, Tb PFK block -1%, TCR activator 8% and Eya2 inh 11%.
Cc1c(NC(=S)NC(=O)C(c2ccccc2)c2ccccc2)cccc1C(=O)O was read as TSG101-PTAP inh -3%, Chronic BCR inh inconclusive, ELG1 DNA repair 2%, Mito fusion yeast -2%, TSHR antagonist -3, S-ASM inh -1%, Integrin act MD 34%, AT treatment 3%, Tb PFK block -7%[0.46 µM], TCR activator 2% and Eya2 inh -2%.
Screening COc1ccc(C2CC(=O)C=C(NCCC(C)C)C2)cc1 (configuration not stated) returned TSG101-PTAP inh -4%, Chronic BCR inh -2%, ELG1 DNA repair -2%, Mito fusion yeast 4%, TSHR antagonist 8, S-ASM inh 1%, Integrin act MD -14%, AT treatment 2%, Tb PFK block 0%, TCR activator -7%[46.1 µM] and Eya2 inh -18%.
`Cc1c(N=C2SCC(=O)N2c2c(C)n(C)n(-c3ccccc3)c2=O)c(=O)n(-c2ccccc2)n1C` gave TSG101-PTAP inh 0%, Chronic BCR inh -9%, ELG1 DNA repair -8%, Mito fusion yeast 0%, TSHR antagonist 17, S-ASM inh 1%, Integrin act MD 2%, Tb PFK block -2%, TCR activator 4% and Eya2 inh 0%.
Screening O=C(COC(=O)c1ccncc1)c1ccccc1 returned TSG101-PTAP inh 1%, Chronic BCR inh 5%, ELG1 DNA repair -2%, Mito fusion yeast -10%, TSHR antagonist 4, S-ASM inh 10%, Integrin act MD 35%, AT treatment 5%, Tb PFK block -4%, TCR activator -6% and Eya2 inh -3%.
For CCOC(=O)Cc1c[nH]c(=S)[nH]c1=O the results were TSG101-PTAP inh 1%, Chronic BCR inh -2%, ELG1 DNA repair -4%, Mito fusion yeast -9%, TSHR antagonist 5, S-ASM inh 0%, Integrin act MD 3%, AT treatment -9%, Tb PFK block 2%, TCR activator -2% and Eya2 inh -1%.
Screening Cc1ccc(NC(=O)C(OC(=O)c2cc(C)oc2C)c2ccccc2)cc1 (configuration not stated) returned TSG101-PTAP inh -1%, Chronic BCR inh 18%, ELG1 DNA repair -4%, Mito fusion yeast 19%, TSHR antagonist -1, S-ASM inh -9%, Integrin act MD -11%, AT treatment -3%, Tb PFK block 11%, TCR activator -7%[46.1 µM] and Eya2 inh -3%.
`CC(C)(C)CN1CCNC(=O)C1CC(=O)NC1Cc2ccccc2C1` (configuration not stated) gave TSG101-PTAP inh 1%, Chronic BCR inh 3%, ELG1 DNA repair 5%, Mito fusion yeast 3%, TSHR antagonist 4, S-ASM inh 5%, Integrin act MD -27%, AT treatment 1%, Tb PFK block -2%, TCR activator -9% and Eya2 inh inconclusive.
`CCOC(=O)c1cc2c(=O)[nH]ccc2nc1C(F)(F)F` gave TSG101-PTAP inh -10%, Chronic BCR inh 4%, ELG1 DNA repair 6%, Mito fusion yeast 6%, TSHR antagonist -1, S-ASM inh 23%, Integrin act MD 1%, AT treatment 2%, Tb PFK block -3%, TCR activator -44% and Eya2 inh -6%.
